# USP2a inh: qHTS Assay for Inhibitors of Ubiquitin-specific Protease USP2a Using CHOP2 as the Reporter. Ubiquitin carboxyl-terminal hydrolase 2 (Homo sapiens), O75604. USP2 core, Ub-CHOP2 coupled fluorogenic reporter, 485/531. Potency, µM (doses to about 38.3 µM), inactives show top-dose activity change, negative = inhibition, usual class: inhibitors. actives 0.01% (n = 330,000);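 note: potency is the fitted concentration of half-maximal effect; plate controls were DMSO wells for no effect and full inhibition by NEM control for full effect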
#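 USP2 core (10nM final) preincubated 30min RT with compound in 20mM Tris-HCl pH 8.0, 2mM CaCl2, 2mM beta-mercaptoethanol, 0.05% CHAPS; 25nM Ub-CHOP2 plus 25nM reporter substrate added, fluorescence (Ex485/Em531) read after 60min.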
# TSHR antagonist: Antagonists of the Thyroid Stimulating Hormone Receptor: HTS campaign; Thyrotropin receptor (Homo sapiens), P16473; TSHR-expressing cells, TSH-stimulated cAMP HTRF, 2 h; active compounds read low; activity change, negative = inhibition, % at 11.5 µM; actives 0.2% (n = 330,000);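 active = activity change below a set negative limit, meaning inhibition stronger than a set level, cut at about -70% in these data; inconclusive = activity change between two set negative limits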; note: % is set by controls: 0 for no effect and ±100 for the full control effect
#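 Freshly harvested TSHR cells receive pin-tooled compound, then EC80 TSH at 4nM final. After 2 hours at 37 deg C, antibody in lysis buffer and cAMP-d2 are added; 30 minutes at ambient temperature precede the HTRF read.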
# TSG101-PTAP inh: qHTS Assay for Iinhibitors of HIV-1 Budding by Blocking the Interaction of PTAP/TSG101; 340,000 tested, under 10 active; AID 493005, 2010; Potency, µM (top dose mostly 115 µM), inactives show at the top dose activity change, negative = inhibition, actives largely listed as inhibitors; Fluorescence polarization, FITC-PTAP peptide / Tsg101 binding; Tumor susceptibility gene 101 protein (Homo sapiens), Q99816; active = well fitted inhibition curve with a large enough effect in the main read-out, with a control signal flat, not every such curve was filed as active; inconclusive = small, poorly fitted or top-dose-only effect, or effect the other way, or a change in a side signal; inactive = no such curve, though single readings can be large or run the other way; note: potency is the fitted concentration of half-maximal effect; % of control where 0% means no effect
#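 Fluorescence anisotropy tracks displacement of a FITC-tagged PTAP peptide (50 nM) from the Tsg101 binding domain (10 uM), following a 20 min room-temperature incubation at pH 7.5.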
# Mito fusion act: qHTS Assay for Small Molecule Inhibitors of Mitochondrial Division or Activators of Mitochondrial Fusion. S. cerevisiae fusion-defective mutant growth rescue, CellTiterGlo 48 h. Potency, µM (titrated, usually from 46.1 µM), for inactives: at the top dose growth rescue (activation), usual class: activators. actives 0.23% (n = 320,000);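 note: potency is the fitted concentration of half-maximal effect; % of control where 0% means no effect; nearly all actives have a fitted effect of over 45% in size; temperature-sensitive fusion mutants such as fzo1-1 at 37 °C on non-fermentable ethanol glycerol medium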
#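 Compounds are tested for their ability to restore growth of mitochondrial fusion-defective yeast strains at non-permissive 37C in YPEG medium over 48 hours. Viability is quantified by luciferase luminescence.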
# ELG1 repair inh: qHTS screen for small molecules that inhibit ELG1-dependent DNA repair in human embryonic kidney (HEK293T) cells expressing luciferase-tagged ELG1 | Potency, µM (highest dose often 46.1 µM), inactives show top-dose activity change, negative = inhibition, hits mostly inhibitors | actives 2.3% (n = 330,000) | HEK293T ELG1-luciferase reporter, luminescence, 16 h; DNA damage induced by 5-fluorouridine; note: potency is the fitted concentration of half-maximal effect; % is set by controls: 0 for no effect and ±100 for the full control effect; nearly all actives have a fitted effect of over 55% in size
#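 Overnight (16 hr) co-exposure of 2,000 cells/well to 5-fluorouridine and compound at 37 °C preceded detection. Luciferase was quantified via ONE-Glo luminescence; loss of signal denotes inhibition.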
# Eya2 inh: qHTS Assay for Inhibitors of the Phosphatase Activity of Eya2; recombinant Eya2, OMFP fluorescence dephosphorylation (OMFP is methylfluorescein phosphate); Protein phosphatase EYA2 (Homo sapiens), O00167; Potency, µM (doses to about 76.9 µM), inactives show top-dose activity, negative = inhibition, actives largely listed as inhibitors; actives 0.006% (n = 330,000); note: potency is the fitted concentration of half-maximal effect; % is set by controls: 0 for no effect and ±100 for the full control effect
#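 Eya2 (0.2 uM) preincubated 10 min at ambient with compound, then OMFP substrate added at 50 uM; 10 min reaction in 50 mM HEPES pH 7.5, 50 mM NaCl, 5 uM MgCl2, 0.05% BSA, 1 mM DTT. Fluorescence read at Ex 485/Em 525 nm.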
# TCR act: Activators of T cell receptors: qHTS campaign. primary human leukocytes, anti-CD3, IL-2 HTRF, 48 h. Potency, µM (titrated, usually from 9.22 µM), for the others: at the top dose activation of IL-2 secretion, actives largely listed as activators. 330,000 tested, under 10 active; note: % of control where 0% means no effect
#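 Readout: HTRF IL-2, Eu-cryptate/d2 antibody pair, 320nm excitation, 665nm emission. Stimulus: a-CD3 beads, no co-stimulation. Cells: primary human leukocytes. Exposure: 48 hr with compound.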
# Tb PFK inh: qHTS Assay to Find Inhibitors of T. brucei phosphofructokinase; actives 0.17% (n = 330,000); Potency, µM (top dose mostly 57.5 µM), for inactives: at the top dose activity, negative = inhibition, usual class: inhibitors; ATP-dependent 6-phosphofructokinase (Trypanosoma brucei brucei), O15648; AID 485367, 2010; T. brucei PFK, ADP-Glo luminescence;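 note: potency is the fitted concentration of half-maximal effect; 0% = uninhibited 1x PFK enzyme wells and -100% = no-enzyme wells; nearly all actives have a fitted effect of over 60% in size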
# Target sequence (O15648 whole entry, looked up): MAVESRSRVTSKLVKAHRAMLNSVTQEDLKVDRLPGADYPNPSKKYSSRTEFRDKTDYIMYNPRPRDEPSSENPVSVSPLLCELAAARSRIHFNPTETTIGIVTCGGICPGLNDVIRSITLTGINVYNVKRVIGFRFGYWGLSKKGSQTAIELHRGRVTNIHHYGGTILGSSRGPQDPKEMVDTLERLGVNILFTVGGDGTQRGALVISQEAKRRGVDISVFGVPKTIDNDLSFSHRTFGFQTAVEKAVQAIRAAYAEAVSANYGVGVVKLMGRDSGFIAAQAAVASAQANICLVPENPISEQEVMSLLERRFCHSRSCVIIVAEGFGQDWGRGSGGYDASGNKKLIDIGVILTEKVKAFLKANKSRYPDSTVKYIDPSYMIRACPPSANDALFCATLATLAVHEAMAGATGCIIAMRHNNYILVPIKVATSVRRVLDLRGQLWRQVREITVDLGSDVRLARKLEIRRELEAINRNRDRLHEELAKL
#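 PFK 1.25 nM, F6P 0.5 mM, ATP 0.1 mM, 0.1 M TEA pH 8.0, 5 mM MgCl2, 0.01% Tween20, 0.1% BSA; 45 min RT. ADP-Glo readout. qHTS titration up to 57 uM; curves fitted, compounds curve-classed.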
# uPA surface inh: qHTS for Inhibitors of Cell Surface uPA Generation; actives 0.31% (n = 330,000); cell surface uPA generation assay, qHTS; Potency, µM (titrated, usually from 38.3 µM), for inactives: at the top dose activity change, negative = inhibition, most hits filed as inhibitors; active = well fitted inhibition curve with a large enough effect; inconclusive = small, poorly fitted or top-dose-only effect; inactive = no such curve, though single readings can be large or run the other way; tested in mouse RAW 264.7 cells; note: potency is the fitted concentration of half-maximal effect; % is set by controls: 0 for no effect and ±100 for the full control effect; nearly all actives have a fitted effect of over 55% in size
# Chronic BCR inh: qHTS Assay to Find Inhibitors of Chronic Active B-Cell Receptor Signaling; ABC-DLBCL IkBa-CBG/CBR reporter, luminescence ratio, 4 h; Potency, µM (doses to about 46.1 µM), for inactives: at the top dose ratio change, negative = lower green/red ratio, most hits filed as inhibitors; actives 0.05% (n = 340,000); AID 493014, 2011; active = well fitted inhibition curve with a large enough effect in the signal ratio, with a control signal flat, not every such curve was filed as active; inconclusive = small, poorly fitted or top-dose-only effect, or effect the other way, or a change in a side signal; the % refers to the signal ratio;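 note: potency is the fitted concentration of half-maximal effect; plate controls were basal doxycycline-induced cells for no effect and cells given 10 µM MG132 for full effect; MG132 reads +100%, hits lower the ratio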
#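 Compounds up to 46 uM were incubated four hours with TMD8 cells whose green CBG68 luciferase is fused to IkappaBalpha; red CBR luminescence normalised the signal, and concentration-effect curves were fitted to fusion, red and ratio data.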
# B2AR arrestin: qHTS assay of beta-arrestin-biased ligands of beta2-adrenergic receptor | actives 0.02% (n = 330,000) | beta-arrestin recruitment to beta2AR, cell-based reporter | AID 492947, 2010 | Beta-2 adrenergic receptor (Homo sapiens), P07550 | Potency, µM (top dose mostly 46.1 µM), for the others: top-dose activation, usual class: activators;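 note: potency is the fitted concentration of half-maximal effect; 0% = DMSO controls and full agonism = EC100 isoproterenol or metaproterenol; nearly all actives have a fitted effect of over 65% in size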
# Target sequence (P07550 whole entry, looked up): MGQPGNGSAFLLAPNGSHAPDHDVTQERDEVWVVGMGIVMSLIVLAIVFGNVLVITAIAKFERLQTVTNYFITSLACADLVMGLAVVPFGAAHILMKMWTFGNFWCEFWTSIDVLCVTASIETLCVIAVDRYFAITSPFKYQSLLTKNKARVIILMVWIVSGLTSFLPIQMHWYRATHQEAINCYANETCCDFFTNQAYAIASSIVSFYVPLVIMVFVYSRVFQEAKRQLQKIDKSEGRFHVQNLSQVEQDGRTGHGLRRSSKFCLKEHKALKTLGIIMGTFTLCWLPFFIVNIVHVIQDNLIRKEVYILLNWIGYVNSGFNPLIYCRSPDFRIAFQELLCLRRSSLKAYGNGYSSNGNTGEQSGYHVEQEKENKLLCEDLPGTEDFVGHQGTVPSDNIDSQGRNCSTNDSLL
# The depositor's hits bear a star; u = inconclusive; x = not tested or not shown; [ ] = another dose, or the depositor's remark. Unless noted, calls come from the whole dose curve; as a rule, active = well fitted curve in the direction sought with a large enough effect; inconclusive = small, poorly fitted or top-dose-only effect, or another doubt; inactive = no such curve, though single readings can be large; an effect the other way counts as inactive or inconclusive. Hits appear at their usual frequency. About 3% of those tested had a hit in this group.
Compound	USP2a inh	TSHR antagonist	TSG101-PTAP inh	Mito fusion act	ELG1 repair inh	Eya2 inh	TCR act	Tb PFK inh	uPA surface inh	Chronic BCR inh	B2AR arrestin
O=C1c2ccccc2NC(c2cccnc2)N1c1ccccc1F (configuration not stated)	2%	1	-2%	-2%	3%	2%	-6%[46.1 µM]	6%	8%	-11%	-1.2%
CC(C)c1ccc(NC(=O)CSc2n[nH]c(=O)n2-c2cccnc2)cc1	-4%	-2	-3%	2%	3%	9%	2%	0%	4%	u	0.6%
Cc1ccc(-c2ccc(/C=N/c3ncn[nH]3)o2)cc1Cl	-6%	14	-1%	9%	-5%	-8%	2%	-9%	-2%	3%	-0.2%
O=C(Nc1n[nH]c(C(F)(F)F)n1)C1CC1	0%	-4	2%	0%	1%	6%	1%	1%	3%	2%	0.0%
C=CCc1cccc(/C=N/n2cnnc2)c1O	18%	16	-9%	4%	5%	-3%	-8%	4%	-1%	-1%	-0.2%
O=C(Nc1ccccc1-c1ccccc1)c1ccccc1Br	4%	-14	-6%	0%	-3%	u	-5%	0%	-15%	0%	-2.8%
CN(C)c1ccc(N=Cc2nc(-c3ccccc3)oc2OC(=O)c2cccc(Cl)c2)cc1	10%	9	u	-2%	u	6%	-6%[46.1 µM]	5%	1%	u	u
Cc1ccc(C(C)C)cc1S(=O)(=O)NCc1cccnc1	-1%	-4	-5%	0%	u	-29%	x	-8%	-10%	0%	-0.1%
CCOc1ccccc1OC(=O)CN1C(=O)c2ccccc2C1=O	1%	2	-7%	0%	1%	-4%	2%	0%	8%	4%	0.3%
O=C(CCNS(=O)(=O)c1ccc2[nH]c(=O)oc2c1)Nc1ccccc1	3%	-3	-7%	0%	2%	8%	-3%	-3%	-4%	-7%	0.1%
C#CCOCCOCCOCCNc1nc(N2CCN(C(=O)[C@H]([C@@H](C)CC)n3cc(CCCCN)nn3)CC2)nc(N2CCN(C(=O)[C@H](CCCCN)n3cc(CCC(=O)O)nn3)CC2)n1	-1%	3	-3%	-7%	28%	6%	5%	-5%	-2%	3%	-3.6%
Cc1c(C)n(Cc2ccccc2)c2ncnc(NN)c12	4%	-2	1%	-17%	-6%	-3%	1%	4%	-16%	-2%	-0.5%

Compound	USP2a inh	TSHR antagonist	TSG101-PTAP inh	Mito fusion act	ELG1 repair inh	Eya2 inh	TCR act	Tb PFK inh	uPA surface inh	Chronic BCR inh	B2AR arrestin
CC(C)(C)c1ccc(OCCOCCn2cnc3ccccc3c2=O)cc1	2%	8	-4%	0%	-5%	-10%	2%	3%	-8%	-15%	-0.6%
CCn1c(SCC(=O)NCC2CCCO2)nc2c(c1=O)SC(C)C2 (configuration not stated)	2%	-1	0%	-3%	9%	2%	-2%[46.1 µM]	-1%	4%	13%	-0.1%
Cc1ccc(Cn2ncc(Cl)c(Cl)c2=O)cc1	-1%	-13	1%	0%	u	-3%	2%[46.1 µM]	-7%	-13%	u	-0.8%
CCOC(=O)CSc1nnc(-c2ccccc2OC)o1	0%	-8	-6%	4%	-1%	-5%	2%	3%	x	u	-0.4%
CCN(CC)S(=O)(=O)c1ccc(Cl)c(NC(=O)COC(=O)c2nc3nc(C)cc(C)n3n2)c1	6%	-26	0%	x	16%	-14%	-4%	0%	-9%	1%	0.1%
CC(C)CN(C(=O)COC(=O)c1nc(Cl)ccc1Cl)C1CCS(=O)(=O)C1 (configuration not stated)	2%	-8	-2%	3%	u	11%	4%	-1%	-6%	u	-0.7%
c1ccc(CCN2CN=C(Nc3nc4ccccc4o3)NC2)cc1	0%	0	-5%	-2%	u	5%	-4%	5%	x	u	-0.9%
COc1ccc(C(=O)c2c(C)oc3ccc(O)cc23)c(OC)c1	1%	-1	-3%	-1%	-5%	0%	3%	1%	2%	2%	-0.9%
CC(=O)Nc1ccc(S(=O)(=O)NCCc2c[nH]c3ccc(C)cc23)cc1	-1%	2	1%	-1%	-22%	-8%	x	0%	5%	-6%	0.4%
CC(C)n1cc(/C=C2/SC(=O)N(CC(=O)Nc3ccc4c(c3)OCO4)C2=O)c2ccccc21	1%	15	-3%	-1%	-9%	-5%	3%	0%	-6%	-20%	14%
CC(=O)NCCC(=O)Nc1cc(S(=O)(=O)N2CCCCC2)ccc1Oc1ccccc1	0%	30	-1%	6%	0%	-4%	-7%	0%	-14%	u	0.2%
CC(C)(C)OC(=O)NCCCCCNC(=O)c1[nH]cnc1C(=O)Nc1cccc(Cl)c1	2%	-19	3%	-3%	u	15%	-2%	-11%	5%	0%	0.4%

# In a second layout: two of the compounds above
Cc1ccc(Cn2ncc(Cl)c(Cl)c2=O)cc1
  USP2a inh: -1%
  TSHR antagonist: -13
  TSG101-PTAP inh: 1%
  Mito fusion act: 0%
  ELG1 repair inh: u
  Eya2 inh: -3%
  TCR act: 2%[46.1 µM]
  Tb PFK inh: -7%
  uPA surface inh: -13%
  Chronic BCR inh: u
  B2AR arrestin: -0.8%
CCOC(=O)CSc1nnc(-c2ccccc2OC)o1
  USP2a inh: 0%
  TSHR antagonist: -8
  TSG101-PTAP inh: -6%
  Mito fusion act: 4%
  ELG1 repair inh: -1%
  Eya2 inh: -5%
  TCR act: 2%
  Tb PFK inh: 3%
  uPA surface inh: x
  Chronic BCR inh: u
  B2AR arrestin: -0.4%

# (list continues)
Compound	USP2a inh	TSHR antagonist	TSG101-PTAP inh	Mito fusion act	ELG1 repair inh	Eya2 inh	TCR act	Tb PFK inh	uPA surface inh	Chronic BCR inh	B2AR arrestin
Cc1sc(NC(=O)/C=C/c2ccc3c(c2)OCO3)nc1-c1ccccc1	0%	u	0%	u	8.2µM*	-3%	-2%[46.1 µM]	3%	-2%	2%	0.0%
Cc1cc(C)nc(SCC(=O)Nc2ncc3c(n2)CC(C)(C)CC3=O)n1	0%	3	0%	-1%	-9%	-9%	2%	0%	x	-4%	-1.6%
Cc1c(Cl)cccc1NC(=O)COC(=O)C12CC3CC(CC(O)(C3)C1)C2	1%	12	-6%	-2%	-2%	4%	-3%	0%	5%	-9%	0.0%
Cc1ccc(CC(=O)Nc2nccs2)cc1C	0%	13	-1%	-3%	u	-7%	-2%	-2%	1%	u	0.1%
Cn1c(NC2CCCCC2)cc(=O)n(C)c1=O	-1%	-6	-2%	-5%	10%	1%	2%	-1%	-4%	8%	0.2%
COC(=O)c1[nH]c2cccc(OC)c2c1NC(=O)CCN1CCN(c2ccccc2OC)CC1	5%	-1	-5%	2%	u	-3%	-4%	8%[0.46 µM]	x	-5%	-1.2%
O=C(Cc1cccs1)Nc1cccc(-c2nc3ccccc3[nH]2)c1	0%	3	-1%	-9%	-17%	-4%	-3%[46.1 µM]	5%	25%	u	-0.6%
Cc1ccc(Cl)c(OCC(=O)Nc2ccc3c(c2)OCCO3)c1	0%	-6	x	3%	u	-4%	x	2%	-1%	2%	-0.2%
COCCCOc1cc(NCc2ccccc2)c2ncn(C(C)C)c2c1	1%	16	-1%	x	24%	9%	2%	4%	-3%	-4%	-0.8%
Nc1oc2ccccc2c(=O)c1C=O	3%	14	-2%	4%	16%	3%	8%[46.1 µM]	5%	3%	-5%	-0.6%
Fc1ccccc1Cc1nnc2n1N=C(c1ccc(Cl)cc1)CS2	0%	-1	-3%	-1%	-5%	0%	-2%	-7%	2%	-9%	-0.3%

# Compound activity from PubChem.
